Rad51 HR inh = human RAD51 strand exchange inhibitors, primary screen, biochemical, fluorescence; inhibition, % at 10 µM; hRad51 DNA strand exchange, fluorescence dequenching; DNA repair protein RAD51 homolog 1 (Homo sapiens), Q06609; hit rate 0.085% among 200,000;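 active = inhibition above 40% at the single screening dose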;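 note: 0% = DMSO control wells and 100% = blanks with heterologous ssDNA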
Target sequence (Q06609 whole entry, looked up): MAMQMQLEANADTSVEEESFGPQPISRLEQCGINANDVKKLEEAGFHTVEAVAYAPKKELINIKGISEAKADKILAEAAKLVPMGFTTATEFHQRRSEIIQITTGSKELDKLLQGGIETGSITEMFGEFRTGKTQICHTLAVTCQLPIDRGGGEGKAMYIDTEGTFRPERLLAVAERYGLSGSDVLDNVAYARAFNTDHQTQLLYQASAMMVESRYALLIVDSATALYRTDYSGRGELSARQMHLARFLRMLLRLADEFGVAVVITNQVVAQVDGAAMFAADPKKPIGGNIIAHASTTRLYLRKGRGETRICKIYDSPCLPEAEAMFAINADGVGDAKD
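System: human Rad51 nucleoprotein filaments preassembled on unlabelled ssDNA. Reagent: labelled 47-mer dsDNA for strand exchange. Schedule: 30-min compound preincubation and 15-min exchange, both room temperature. Measured by: FRET fluorescence dequenching, excitation 485 nm, emission 520 nm. Read-out: Fluorescence-based percent inhibition, control- and blank-normalised. Benchmarks: plate controls and plate blanks.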
p97 inhibitor = inhibitors of human p97 ATPase, primary screen, biochemical | Transitional endoplasmic reticulum ATPase (Homo sapiens), P55072 | recombinant p97 ATPase, Kinase-Glo ATP luminescence, 3 h | inhibition, % at 8 µM | hit rate 0.42% among 220,000 | AID 1481, 2009; in the data active = inhibition above about 15%;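 note: 0% = DMSO vehicle and 100% = wells lacking enzyme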
Wee1 stabilizer = Wee1 degradation inhibitors, primary screen, cell-based, HeLa, Wee1K328M-luciferase, luminescence. Wee1-like protein kinase (Homo sapiens), P30291. HeLa Luc-Wee1K328M stability; 100% = proteasome inhibitor MG132 effect. reporter increase, % at 5 µM. hit rate 1.2% among 220,000;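 active = activation above the mean of all tested compounds plus 3 SD, set per screening run, cut at about 8.8% in these data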;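 note: cells exposed to compound for 20 h before luminescence read; 0% = DMSO alone and 100% = MG132 at 30 µM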
hK5 inh = human KLK5 protease inhibitors, primary screen, biochemical, 1536-well; AID 873, 2007; recombinant hK5, fluorogenic AMC substrate cleavage; hit rate 0.59% among 210,000; inhibition, % at 5 µM;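 active = inhibition of 40% or more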;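 note: 0% = enzyme controls without compound and 100% = no-enzyme blanks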
FXIIa inh = human FXIIa protease inhibitors, primary screen, biochemical, 1536-well | inhibition, % at 5 µM | hit rate 0.3% among 220,000 | purified FXIIa, Boc-QGR-AMC fluorogenic substrate, 2 h | AID 800, 2007 | Coagulation factor XII (Homo sapiens), P00748; in the data active = inhibition above about 40%;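 note: 0% = enzyme with no compound and 100% = blank without enzyme; many of its hits are not listed in these tables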
14-3-3 Bad inh = inhibitors of 14-3-3 zeta/Bad binding, primary screen, biochemical, TR-FRET, bovine 14-3-3 zeta | 14-3-3 protein zeta/delta (Bos taurus), P63103 | TR-FRET 14-3-3zeta/Dy647-pBad peptide displacement, 1 h | AID 781, 2007 | inhibition, % at 21.7 µM | hit rate 0.71% among 220,000;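 active = inhibition above about 70%, limit read from the data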;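 note: 0% = full 14-3-3 plus peptide FRET controls and 100% = background without 14-3-3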
MDM2 E3 inh = MDM2-luciferase reporter signal enhancers, primary screen, MDM2 E3 ligase inhibitor project, cell-based, luminescence, 1536-well | AID 1230, 2008 | hit rate 0.11% among 210,000 | cell-based MDM2 ubiquitination luciferase reporter, 2 h; 0 = plate control, 100 = twice control, blank-subtracted | E3 ubiquitin-protein ligase Mdm2 (Homo sapiens), Q00987 | signal enhancement, % at 5 µM;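 active = signal enhancement of 30% or more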;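 note: luminescence tracks abundance of the self-degrading MDM2-luciferase fusion protein; higher signal means inhibition of MDM2 E3 ligase activity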
Target sequence (Q00987 whole entry, looked up, the tested form may be a part): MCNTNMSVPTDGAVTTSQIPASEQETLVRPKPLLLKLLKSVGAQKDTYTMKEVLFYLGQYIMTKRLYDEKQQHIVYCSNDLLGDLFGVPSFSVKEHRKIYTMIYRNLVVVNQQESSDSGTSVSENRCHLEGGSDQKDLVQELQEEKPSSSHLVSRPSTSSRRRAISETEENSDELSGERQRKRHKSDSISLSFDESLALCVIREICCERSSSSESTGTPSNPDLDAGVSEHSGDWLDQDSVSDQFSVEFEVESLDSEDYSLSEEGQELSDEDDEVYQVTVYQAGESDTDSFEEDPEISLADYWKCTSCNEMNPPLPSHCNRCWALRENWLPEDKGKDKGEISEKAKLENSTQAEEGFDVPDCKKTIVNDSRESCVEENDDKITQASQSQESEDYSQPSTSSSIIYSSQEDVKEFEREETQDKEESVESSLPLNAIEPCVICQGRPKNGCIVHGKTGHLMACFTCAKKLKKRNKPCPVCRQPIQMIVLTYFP
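System: stable MDM2–luciferase fusion reporter cells / Input: 2000 cells seeded into each well / Schedule: 4 h settle plus 2 h compound, 37 °C / Compound: single-point 5 µM / Buffer or medium: cells held in DMEM / Benchmarks: control and blank well means / Evaluation: percent signal gain over controls, blank-subtracted / Measured by: luciferase luminescence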
eIF4E 4G PPI = eIF4E–eIF4G protein interaction inhibitors, primary screen, biochemical, uHTS, TR-FRET, eIF4GI fragment; Eukaryotic translation initiation factor 4E (Mus musculus) + Eukaryotic translation …; TR-FRET eIF4E-eIF4GI(517-606) binding, 2 h; inhibition, % at 21.7 µM; hit rate 0.37% among 220,000;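 active = inhibition above about 30%, limit read from the data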;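 note: 0% = full FRET control wells and 100% = background wells lacking eIF4GI fragment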
FXIa inh = human FXIa protease inhibitors, primary screen, biochemical, 1536-well | Coagulation factor XI (Homo sapiens), P03951 | purified FXIa, Boc-Glu-Ala-Arg-AMC fluorogenic substrate | inhibition, % at 5 µM | hit rate 0.14% among 220,000;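 active = inhibition of at least 40%; inactive = inhibition below 40%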;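 note: fluorescence of freed AMC excited at 355 nm; 0% = enzyme without compound and 100% = no enzyme blank; many of its hits are not listed in these tables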
* = called active by the depositor; x = no result given; [ ] = another dose, or the depositor's remark. Outcome played no part in choosing rows; any-hit rate near 3.5%.

SMILES,Rad51 HR inh,p97 inhibitor,Wee1 stabilizer,hK5 inh,FXIIa inh,14-3-3 Bad inh,MDM2 E3 inh,eIF4E 4G PPI,FXIa inh
CCOC(=O)CCc1c(C(=O)OCC)[nH]c(CC)c1C(=O)OCc1ccccc1,0,-13,-1,-2,-1,5,-9,2,-6
CCC(C)(C)n1nnnc1C(c1cc2cc(C)ccc2[nH]c1=O)N1CCCc2ccccc21 (stereo not drawn),x,-2,0,-10,15,0,-5,-7,6
COC(=O)c1ccc(C(=O)OC)c(=O)[nH]1,x,5,-3,1,4,8,x,0,2
Cc1cc([N+](=O)[O-])nn1CCCC(=O)NC(C)c1ccccc1 (stereo not drawn),0,4,-2,-19,0,-22,-1,2,-1
Cc1oncc1-c1csc(-c2ccccc2)n1,-6,1,2,-5,-3,2,-19,6,-6
O=C(O)c1ccc(CSc2nnc(-c3cccnc3)n2-c2ccc(Br)cc2)cc1,7,9,-4,-3,8,-11,2,-3,-5
O=C(COC(=O)/C=C/c1cccc(Cl)c1)NCCc1ccc(Cl)cc1Cl,7,-6,-2,16,2,11,-13,10[fluorescence artefact?],2
O=C(Nc1ccc(S(=O)(=O)Nc2nccs2)cc1)c1ccc(N2C(=O)c3ccccc3C2=O)cc1,-65,1,-1,-11,7,58,-22,-14,9
COc1ccc(C2C3=C(CCCC3=O)NC3=C2C(=O)c2ccccc23)cc1 (stereo not drawn),0,14,-1,1,7,-19,-8,4,4
Cc1ccccc1C(=O)N1CCC(C(=O)Nc2ccc(F)cc2)CC1,0,-6,-1,2,4,-6,12,2[fluorescence artefact?],-1
COc1cccc(N2CC(O)=C(c3nc4ccccc4c(=O)[nH]3)C2=N)c1,2,3,2,0,13,0,-21,5,7
CCOc1cccc(OCCNC2CCCC2)c1,13,3,-2,-21,-5,22,-14,-10,-5
Cc1ccc(C(=O)NCC(C)(C)O)cc1,5,2,2,-4,8,-9,-24,2,-5
O=C(N/C(=C/c1cccs1)c1nc2ccccc2[nH]1)c1ccccc1,3,-1,-1,-4,14,-1,-19,3[fluorescence artefact?],9
C=CCn1c(C)c(C(C)=O)c(N2CCN(c3ccccc3)CC2)nc1=S,-158,2,6,23,7,-15,-4,-3,-1
Cc1cccc(Nc2nnc(SC/C(O)=C(\C#N)c3nc4ccccc4[nH]3)s2)c1,-32,4,0,-19,10,-11,3,23[fluorescence artefact?],6
Cc1cccc(-c2nnc(SCC(=O)NCc3ccc4c(c3)OCO4)n2C)c1,-1,1,-1,-4,11,5,-3,5,1
CCCCc1nc2ccccc2c(NC(=O)CNC(C)(C)C)c1CCC,-2,-1,3,38,14,54,-18,1,6
COC(=O)C1C(c2ccc(Cl)cc2)NC(c2ccc(Cl)cc2)C(C(=O)OC)S1(=O)=O (stereo not drawn),-2,-4,-3,8,17,8,-5,1,-14
Fc1ccc(-c2csc(-c3ccccn3)n2)cc1F,-14,2,3,-9,-2,-1,-11,3,-6
Cc1cc(C)cc(NC(=O)CN(Cc2ccccc2)S(C)(=O)=O)c1,x,-1,-1,-7,11,-3,-1,-4,3
CCOC(=O)Cc1csc(NC(=O)NC2(C(F)(F)F)Oc3cc(Cl)c(Cl)cc3O2)n1,8,-5,0,-8,-2,9,-16,11,-7
COCCSc1ncnc2c1oc1nc3c(cc12)COC(C)(C)C3,18,5,0,-5,-1,4,-10,8,8
CC1=C(C(=O)N(C)C)C(c2ccc(N3CCOCC3)cc2)NC(=O)N1 (stereo not drawn),-14,2,0,2,8,-15,-10,-2,-1
O=C(CCNc1n[nH]c(=O)[nH]c1=O)N/N=C\c1cccc(OCc2ccccc2)c1,-2,3,2,-9,0,-9,-2,0,-1
COc1cccc(C(=O)NCCN2CCOCC2)c1,3,3,-3,-13,24,-5,5,10,17
Cc1cc(Oc2cc(N)cc([N+](=O)[O-])c2)ccc1Cl,2,-2,-2,-18,7,-22,-10,0[fluorescence artefact?],3
CC(C)CC(=O)N=C1SC2CS(=O)(=O)CC2N1CCc1ccccc1 (stereo not drawn),3,3,0,6,1,-5[fluorescence artefact?],-9,-6,-5
CCOc1ccccc1NC(=O)C1Cc2ccccc2CN1S(C)(=O)=O (stereo not drawn),3,2,4,-10,8,-2,-14,0,2
COCCn1c(-c2cccs2)nc2nc3ccccc3nc21,x,-2,-3,-13,-21,8,x,-5,-14

A draw from above in order of molecular weight, rising:
SMILES,Rad51 HR inh,p97 inhibitor,Wee1 stabilizer,hK5 inh,FXIIa inh,14-3-3 Bad inh,MDM2 E3 inh,eIF4E 4G PPI,FXIa inh
COc1cccc(C(=O)NCCN2CCOCC2)c1,3,3,-3,-13,24,-5,5,10,17
Fc1ccc(-c2csc(-c3ccccn3)n2)cc1F,-14,2,3,-9,-2,-1,-11,3,-6
COCCn1c(-c2cccs2)nc2nc3ccccc3nc21,x,-2,-3,-13,-21,8,x,-5,-14
Cc1ccccc1C(=O)N1CCC(C(=O)Nc2ccc(F)cc2)CC1,0,-6,-1,2,4,-6,12,2[fluorescence artefact?],-1
COCCSc1ncnc2c1oc1nc3c(cc12)COC(C)(C)C3,18,5,0,-5,-1,4,-10,8,8
COc1cccc(N2CC(O)=C(c3nc4ccccc4c(=O)[nH]3)C2=N)c1,2,3,2,0,13,0,-21,5,7
O=C(O)c1ccc(CSc2nnc(-c3cccnc3)n2-c2ccc(Br)cc2)cc1,7,9,-4,-3,8,-11,2,-3,-5
COC(=O)C1C(c2ccc(Cl)cc2)NC(c2ccc(Cl)cc2)C(C(=O)OC)S1(=O)=O (stereo not drawn),-2,-4,-3,8,17,8,-5,1,-14

Additional structures:
SMILES,Rad51 HR inh,p97 inhibitor,Wee1 stabilizer,hK5 inh,FXIIa inh,14-3-3 Bad inh,MDM2 E3 inh,eIF4E 4G PPI,FXIa inh
O=C(Oc1cccc(NC2=NS(=O)(=O)c3ccccc32)c1)c1cccnc1,-1,2,0,-3,5,-11,-10,-4,-2
O=c1[nH]c2ccc(F)cc2[nH]c1=O,8,6,-5,0,6,-20,-8,2,-1
COc1cc(C(=O)N(CCCO)Cc2cc3ccc(C)c(C)c3[nH]c2=O)cc(OC)c1OC,-3,4,2,-8,18,3,-12,6,3
CN1C(C(=O)NCc2ccco2)CC2Cn3c(nc4cc5ccccc5cc43)C21 (stereo not drawn),12,x,x,-2,5,-2,9,1,-1
CCOC(=O)/C(C(=O)Nc1ccccc1Br)=C1/NC(C)(C)Cc2ccccc21,x,2,-2,-8,8,-10,19,5,0
NS(=O)(=O)c1ccc(CNC(=O)c2cnccn2)cc1,8,4,4,3,6,0,x,-11,-1
CC(=O)c1sc(N/N=C\c2ccc(Br)cc2)nc1C,-38,-11,-1,-24,0,3[fluorescence artefact?],-7,1,-9
CC(=O)c1ccc(N2CCN(C(=O)CN(C)S(=O)(=O)c3cnc[nH]3)CC2)cc1,x,0,2,x,4,-9,-9,0,-3
COc1ccc(NC(=O)CC2C(=O)N(c3ccc(OC)cc3)C(=O)N2Cc2ccc(OC)c(OC)c2)cc1 (stereo not drawn),1,1,-2,2,4,1,0,-1,-2
O=c1c2[nH]c3ccc(F)cc3c2ncn1CCCN1CCOCC1,-7,7,5,2,-2,1,-8,1,-1
COc1ccc(C)cc1N(CC(=O)N/N=C/c1ccccc1C(=O)O)S(=O)(=O)c1ccccc1,-3,2,0,0,6,-10,-9,-4,1
COc1ccc(CN2CCC(CO)(Cc3ccccc3)CC2)cc1Cn1cccn1,18,0,1,x,11,-15,-9,2,0
Cc1ccc(C)c(NC(=O)CCn2nc(C)cc2C)c1,-4,1,1,4,12,1,-24,-8,0
CNC(=O)c1ccc(-c2sc3nc(N4CCOCC4)c4c(c3c2N)CC(C)(C)OC4)o1,1,3,0,-180,-27,-15[fluorescence artefact?],-28,-1[fluorescence artefact?],-19
CC(COc1ccccc1)N1CCC(CO)(CCc2ccccc2)CC1 (stereo not drawn),14,4,-1,-5,2,-4,-5,4,-6
Cc1ccc(C(=O)NCC(=O)NC2CCCC2)cc1,-5,0,0,-20,-3,-5,-42,-9,-5
CN(CCN1CCOCC1)Cc1nc(-c2ccc3c(c2)OCO3)no1,-10,3,1,3,4,-12,3,2,-2
COC(=O)c1ccc(C(=O)O)nc1,-3,5,2,-2,3,29,-7,0,2
CCOC(=O)N1CCC(NC(=O)c2cc3c(C)nc4ccccc4c3o2)CC1,5,-1,-2,-7,28,11,-19,1,22
CCOC(=O)C(NCCc1ccccc1F)(NC(=O)CC)C(F)(F)F (stereo not drawn),-7,-1,1,-14,10,-8,26,0[fluorescence artefact?],2
Cc1ccc(C2=NC3(CCCC3)NC2=S)cc1,4,4,0,4,11,-10,-3,-6,2
Cc1no[n+]([O-])c1COc1ccccc1/C=C1\NC(=S)NC1=O,-14,36*,2,-17,24,-3[fluorescence artefact?],-18,-1[fluorescence artefact?],14
COc1ccccc1NC(=O)Cc1nc(CCl)cs1,x,6,3,-25,14,3,x,2,13
COC(=O)C(C(=O)Nc1cccc(Cl)c1C)C1CCCC1 (stereo not drawn),3,0,-1,-5,-1,1,-18,-2,-3
CCOC(=O)N1CCN(C(=O)CSc2ccc(-c3ccccc3OC)nn2)CC1,3,1,4,-12,2,-13,7,-4,-5

Screens deposited in PubChem by several laboratories.
